High-throughput results deposited in PubChem BioAssay by National Center for Advancing Translational Sciences (NCATS).
GAA glycogen mod – inhibitors or activators of human alpha-glucosidase glycogen cleavage. P10253. recombinant GAA, glycogen substrate, Amplex Red glucose oxidase fluorescence. Potency, µM (doses to about 76.4 µM), without a hit: at the top dose activity change, negative = inhibition, most hits filed as inhibitors. 300,000 compounds, 0.38% hits. AID 2100;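 also: potency is read from the fitted curve at half-maximal effect; 0% = full enzyme reaction and -100% = no-enzyme basal signal; the screen sought inhibitors and activators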
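Recombinant human alpha-glucosidase (4 nM final) hydrolysed bovine liver glycogen (30 ug) for 40 min at 37 C in pH 5.0 citrate/phosphate with 0.01% Tween-20. Released glucose detected by glucose oxidase/Amplex Red, Ex 573/Em 610 nm. Compounds up to 77 uM; AC50 from Hill fits.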
GAA inh – blocks human lysosomal alpha-glucosidase. AID 1466. purified human GAA, 4-MU-alpha-glucoside fluorescence. P10253. Potency, µM (titrated, usually from 76.9 µM), inactives show at the highest dose activity change, negative = inhibition, hits mostly inhibitors. 200,000 compounds, 0.005% hits;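 also: potency is read from the fitted curve at half-maximal effect; plate controls were uninhibited enzyme wells for no effect and no-enzyme background for full effect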
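AC50 values come from Hill fits of compound titrations (up to 77 uM) against 4 nM human enzyme. Substrate 4-methylumbelliferyl-alpha-D-pyranoside at 400 uM, pH 5.0 citrate buffer, 20 min room temperature; fluorescence Ex 365/Em 440 after alkaline stop.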
HTT ATP protect – cytoprotection in Huntington HTT-Q103 PC12 cell model; PC12 HTT-Q103 induced, cytoprotection, ATP luminescence, 40 h; Potency, µM (top dose mostly 56.4 µM), for inactives: cytoprotection (ATP increase), most hits filed as activators; 230,000 compounds, 0.14% hits; AID 1471;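 also: potency is read from the fitted curve at half-maximal effect; % of control where 0% means no effect; nearly all actives have a fitted effect of over 45% in size; toxic huntingtin expression switched on by the ecdysone agonist tebufenozide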
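Compounds were screened for protection of PC12 cells against cell death after tebufenozide induction (100 nM final) of mutant Huntingtin exon 1 (Q103) fused to GFP.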
HttQ103 aggreg – mutant huntingtin aggregation inhibition | Potency, µM (top dose mostly 46.1 µM), for inactives: at the highest dose activity change, negative = inhibition, usual class: inhibitors | 220,000 compounds, 1.1% hits | PC12 HttQ103-GFP aggregates, Acumen cytometry, 40 h | AID 1688; also: potency is read from the fitted curve at half-maximal effect; % is scaled to controls: 0 for no effect and ±100 for the full control effect; nearly all actives have a fitted effect of over 60% in size
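Compounds (qHTS titration) were added to PC12 cells expressing an ecdysone-driven HTT exon 1 Q103–GFP fusion after induction with 100 nM tebufenozide. Aggregate formation was measured as GFP objects in cell lysates.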
LMNA splice mod – changes lamin A minigene splicing in HeLa cells | HeLa LMNA splicing GFP/RFP minigene ratio, 48 h | Potency, µM (doses to about 46.1 µM), inactives show at the top dose ratio change, negative = inhibition, usual class: inhibitors | 200,000 compounds, 0.01% hits | AID 1487; active = well fitted inhibition curve with a large enough effect in the signal ratio, with a control signal flat, not every such curve was filed as active; inconclusive = small, poorly fitted or top-dose-only effect, or effect the other way, or a change in a side signal; the % refers to the signal ratio; also: potency is read from the fitted curve at half-maximal effect; % is scaled to controls: 0 for no effect and ±100 for the full control effect
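Read-out is the ratio of GFP to DsRed2 object intensity, acquired by 488 nm laser-scanning cytometry on HeLa lamin A-EGFP minigene reporter cells. Compound incubation 48 hrs at 37 °C in Opti-MEM with 2% FBS; DMSO 0.5% final.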
CBFb RUNX1 block – CBF-beta/RUNX1 interaction disruption; 230,000 tested, under 10 active; Potency, µM (highest dose often 59.8 µM), without a hit: at the highest dose activity, negative = inhibition, most hits filed as inhibitors; AlphaScreen CBFb-His/RUNX1-biotin binding, biochemical; AID 1477; also: % of control where 0% means no effect
Target sequence (Q01196 whole entry, looked up): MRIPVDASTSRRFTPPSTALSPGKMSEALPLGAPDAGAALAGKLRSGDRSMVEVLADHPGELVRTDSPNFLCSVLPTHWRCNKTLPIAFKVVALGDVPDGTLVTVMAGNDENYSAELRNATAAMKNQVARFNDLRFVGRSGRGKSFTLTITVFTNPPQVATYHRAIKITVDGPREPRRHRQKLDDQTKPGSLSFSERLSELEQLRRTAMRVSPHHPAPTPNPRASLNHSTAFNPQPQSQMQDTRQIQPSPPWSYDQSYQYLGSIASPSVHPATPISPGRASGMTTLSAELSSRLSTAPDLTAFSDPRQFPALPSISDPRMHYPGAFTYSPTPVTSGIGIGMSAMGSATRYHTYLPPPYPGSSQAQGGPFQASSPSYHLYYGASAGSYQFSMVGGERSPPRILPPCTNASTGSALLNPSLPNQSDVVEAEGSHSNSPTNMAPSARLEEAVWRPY
Target sequence (Q13951 whole entry, looked up): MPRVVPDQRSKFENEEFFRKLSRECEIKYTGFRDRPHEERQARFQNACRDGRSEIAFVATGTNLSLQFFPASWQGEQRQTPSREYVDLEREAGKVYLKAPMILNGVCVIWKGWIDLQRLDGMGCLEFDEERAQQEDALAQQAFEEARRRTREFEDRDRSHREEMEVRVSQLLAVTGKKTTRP
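Interaction loss through any mechanism counts as activity. Pre-formed complex of His-CBF-beta and biotin-RUNX1 (30 nM apiece) is incubated with compound 15 min, then with 50 ng nickel and 50 ng streptavidin beads for 90 min before AlphaScreen detection.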
GAA spleen mod – lysosomal alpha-glucosidase (human) modulation. AID 2112. P10253. 240,000 compounds, 0.006% hits. Potency, µM (top dose mostly 79.9 µM), for inactives: at the highest dose activity change, negative = inhibition, most hits filed as inhibitors. human spleen homogenate, 4-MU-alpha-glucoside fluorescence;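 also: potency is read from the fitted curve at half-maximal effect; 0% = enzyme with vehicle and -100% = no enzyme basal signal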
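Human spleen homogenate (1 ug) with 4-methylumbelliferyl-alpha-D-glucopyranoside (1 mM final) in 50 mM citrate/phosphate pH 5.0, 0.01% Tween-20; 40 min at 37 C. Stopped at pH 10; 4-MU fluorescence Ex 365/Em 440 nm; AC50 by Hill fit.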
The depositor's hits bear a star; ? = inconclusive; . = no result given; [ ] = remark or other dose. Unless noted, calls follow the shape of the dose curve; as a rule, active = well fitted curve in the direction sought with a large enough effect; inconclusive = small, poorly fitted or top-dose-only effect, or another doubt; inactive = no such curve, though single readings can be large; an effect the other way counts as inactive or inconclusive.

1	Cc1ccc(NC(=S)N2CCN(c3ccccn3)CC2)c(C)c1
2	Cc1nn(C)cc1C=NCCOCc1ccccc1
3	O=c1cc(CSc2nnc(C3CC3)n2Cc2ccccc2)nc2sccn12
4	FC(F)C(F)(F)C1=CC(c2cccs2)=NCCN1
5	O=C(c1cc2cc(Cl)ccc2oc1=O)N1CCCC1
6	COc1ccc(OC)c(NC(=S)NCCCN2CCOCC2)c1

Compound	1	2	3	4	5	6
GAA glycogen mod	14.0%	-1.5%	3.7%	1.8%	1.5%	-0.5%
GAA inh	-8.8%	-2.0%	0.3%	-12.4%	-0.8%	8.8%
HTT ATP protect	7.7%[10 µM]	11.8%	-43.6%[inhibitor]	3.9%	-6.5%[0.074 µM]	.
HttQ103 aggreg	13.2%	7.6%	-11.1%	0.7%	2.4%	-0.9%
LMNA splice mod	.	-5.8%	-15.4%[46 µM]	-1.8%	-9.1%	6.1%
CBFb RUNX1 block	1.2%	1.5%	5.6%	6.5%	8.5%	6.6%
GAA spleen mod	0.2%	0.5%	8.4%	-12.2%	-2.9%	-4.3%

7	O=C(/C=C/c1cn(CC(O)CN2CCOCC2)c2ccccc12)c1cccs1 (centres undefined)
8	O=C(CSC1CCCCC1)Nc1nccs1
9	O=C(CN1C2CCCC1CC(NC(=O)c1ccccc1)C2)NC1CC1 (centres undefined)
10	COc1cccc(NC(=O)CSc2nc3ccccc3cc2Cc2ccccc2)c1
11	CC(c1ccccc1)n1cc(C(=O)NCC2CCCO2)nn1 (centres undefined)
12	CC(/C=N/NC(=O)NC1CCCCC1)=C\c1ccccc1

Compound	7	8	9	10	11	12
GAA glycogen mod	0.3%	2.8%	-4.7%	-1.3%	3.1%	0.6%
GAA inh	.	6.5%	-2.3%	-2.1%	0.2%	-12.7%
HTT ATP protect	-2.3%[10 µM]	-12.2%[10 µM]	8.9%	-10.2%	-10.8%[10 µM]	-56.8%[inhibitor]
HttQ103 aggreg	2.0%[9.22 µM]	?	-7.7%	2.3%	18.1%	-30.7%
LMNA splice mod	.	6.0%	.	3.8%	-3.8%	?
CBFb RUNX1 block	4.5%	-7.6%	-4.2%	9.8%	-1.6%	7.6%
GAA spleen mod	-1.7%	-2.2%	-2.3%	3.6%	-1.8%	2.6%

13	Nc1nc2ccc(C(=O)NC3CCCCC3)cc2s1
14	CCc1nnc(NC(=O)CCNC(=O)c2ccccc2Cl)s1
15	CCOc1cc(C=O)ccc1OCCSc1ccc(C)cc1
16	CC(=O)c1cccc(NC(=O)c2noc3c2CCc2ccccc2-3)c1
17	COc1ccc(N(C(=O)COc2ccccc2OC)S(=O)(=O)c2ccc(C)cc2)cc1
18	CCOC(=O)c1c(NC(=O)/C=C/C(=O)O)sc(C)c1-c1ccc(F)cc1

Compound	13	14	15	16	17	18
GAA glycogen mod	9.7%	13.3%	3.6%	4.7%	-9.8%	9.7%
GAA inh	-3.6%	0.7%	-23.4%	3.8%	?	.
HTT ATP protect	-6.3%	-22.1%	-2.2%[10 µM]	-71.6%[inhibitor]	-6.1%	-23.9%[10 µM]
HttQ103 aggreg	-1.5%	14.8%	-9.3%	0.9%	-7.7%	27.6%[9.22 µM]
LMNA splice mod	?	-17.7%[46 µM]	-13.1%	-0.9%[46 µM]	2.3%[0.0737 µM]	.
CBFb RUNX1 block	-0.1%	3.5%	?	-16.1%	0.8%	-8.2%
GAA spleen mod	2.3%	0.9%	-3.6%	0.7%	0.2%	6.3%

19	CCc1ccc2c(-c3cccc(Cl)c3)nc(=O)n(CC)c2n1
20	COc1cc(C(=O)Nc2ccc(S(=O)(=O)Nc3cc(C)nc(C)n3)cc2)cc(OC)c1OC
21	Cc1ccc(Nc2nc(-c3sc(NC(=O)c4cccc(Cl)c4)nc3C)cs2)cc1
22	Cc1cc(S(=O)(=O)Nc2ccccc2C(=O)O)ccc1Cl
23	COc1cc(/C=N/NC(=O)Nc2cccc3nsnc23)cc(OC)c1OC
24	CCOc1ccc(CC2NCCc3cc(OCC)c(OCC)cc32)cc1OCC (centres undefined)

Compound	19	20	21	22	23	24
GAA glycogen mod	.	-2.5%	-11.2%	-1.7%	-3.4%	?
GAA inh	.	-3.2%	0.4%	-5.1%	0.5%	-7.4%
HTT ATP protect	-11.7%	?	-13.7%	-14.2%[0.074 µM]	-15.5%[10 µM]	5.2%[10 µM]
HttQ103 aggreg	.	2.1%	-30.3%	-2.0%	?	?
LMNA splice mod	.	-4.6%[46 µM]	?	?	12.1%	.
CBFb RUNX1 block	-1.4%[21.7 µM]	2.0%	-9.6%	3.5%	10.7%	-7.6%
GAA spleen mod	-1.5%	6.0%	-7.3%	-3.0%	-4.3%	1.2%

25	CC(=O)c1ccc(NC(=O)c2ccc(CSc3ccccc3)o2)cc1
26	COc1cc(/C=N/NC(=O)c2ccccc2)ccc1OS(=O)(=O)c1ccccc1
27	CC(C)CCN1CCN(C2CCN(c3ccc4c(c3)OCO4)CC2)CC1CCO (centres undefined)
28	Cc1ccc2nc(SCC(=O)c3cc(C)n(C)c3C)[nH]c2c1
29	O=C(CSc1nc(C2CC2)nc2ccccc12)Nc1ccccc1N1CCOCC1
30	CC(C)CC(NC(=O)c1ccco1)C(=O)Nc1ccc2c(c1)OCCO2 (centres undefined)

Compound	25	26	27	28	29	30
GAA glycogen mod	-8.3%	-4.8%	13.3%	-2.4%	12.6%	4.6%
GAA inh	-4.2%	?	.	-18.1%	?	-3.4%
HTT ATP protect	14.2%[10 µM]	.	0.4%[10 µM]	-7.0%	6.7%[10 µM]	-16.4%
HttQ103 aggreg	?	?	-11.0%[9.22 µM]	3.7%	-4.8%[9.22 µM]	-10.1%
LMNA splice mod	?	-23.3%	.	-1.5%	-18.3%[46 µM]	-3.5%
CBFb RUNX1 block	-3.9%	1.3%	4.9%	-9.8%	-5.1%	0.4%
GAA spleen mod	-4.3%	1.7%	6.3%	0.3%	0.8%	-2.8%

31	O=C(NCc1ccccc1)c1ccc(CN2CCOCC2)cc1
32	CCOC(=O)c1c(NC(=S)NC(=O)c2cnn(CC)c2)sc2c1CCC(C)C2 (centres undefined)
33	Cc1nnc2n(-c3ccccc3)c(=O)c3c4c(sc3n12)CC(C)CC4 (centres undefined)
34	CC(CCc1ccccc1)NC(=O)c1cccc([N+](=O)[O-])c1 (centres undefined)
35	CN(C)S(=O)(=O)c1ccc(NC(=O)CN2CCCc3ccccc32)cc1
36	O=C(Cn1cnc2ccccc21)OCC(=O)N1CCc2ccccc2C1

Compound	31	32	33	34	35	36
GAA glycogen mod	-6.6%	-11.7%	4.1%	-4.3%	?	1.7%
GAA inh	-4.3%	0.4%	-16.2%	0.9%	-9.2%	-0.6%
HTT ATP protect	-6.0%	-8.5%	22.9%	0.8%[10 µM]	.	13.8%
HttQ103 aggreg	-17.2%	24.7%	-8.7%	-4.8%	18.1%	16.8%
LMNA splice mod	-7.2%	17.2%	6.3%	-2.7%	.	2.0%
CBFb RUNX1 block	3.2%	1.6%	4.9%	11.7%	-15.9%	20.2%
GAA spleen mod	-0.5%	4.7%	7.3%	0.9%	-0.6%	-2.0%

37	CCN(CC)C(=O)C1CCCN(Cc2sccc2C)C1 (centres undefined)
38	O=C(CSCc1ccc(F)cc1)NC1CCCC1
39	O=C(N/N=C/c1ccc(OC(=O)c2ccccc2)cc1)c1ccc(CN2CCOCC2)cc1
40	CC(C)(SC(=S)N1CCCCCC1)C(=O)O
41	Nc1ccc([N+](=O)[O-])cc1O
42	COC(=O)C1CCN(Cc2cc(=O)oc3cc(OC)ccc23)CC1

Compound	37	38	39	40	41	42
GAA glycogen mod	2.7%	-0.4%	12.7%	-1.6%	.	5.0%
GAA inh	-4.3%	4.2%	0.4%	-0.8%	.	7.7%
HTT ATP protect	20.4%	15.5%[10 µM]	-4.8%	-7.2%[10 µM]	-22.5%	-11.5%
HttQ103 aggreg	-9.8%[9.22 µM]	-11.6%	?	0.3%[9.22 µM]	.	10.2%
LMNA splice mod	-3.6%	6.9%	1.9%	.	.	6.1%
CBFb RUNX1 block	-3.8%	5.6%	0.4%	7.6%	7.4%[21.7 µM]	1.4%
GAA spleen mod	-6.2%	-2.5%	-14.1%	-8.3%	-3.1%	-1.1%

43	Cc1ccc(NC2OC(CO)C(O)C(O)C2O)cc1 (centres undefined)
44	CC(=O)NNC(=O)CCn1nnc2ccccc21
45	Nc1nonc1-c1nc2ccccc2n1CC(=O)N/N=C\c1ccc(-c2ccc(Cl)cc2)o1
46	Cc1cc(OC(=O)c2cccs2)ccc1C(C)C
47	O=C(O)c1ccc(OC2CSC2)cc1

Compound	43	44	45	46	47
GAA glycogen mod	-11.4%	-6.3%	1.3%	-2.7%	0.7%
GAA inh	0.1%	-6.7%	0.2%	5.9%	-4.9%
HTT ATP protect	-0.3%	-2.5%[10 µM]	-18.1%	6.4%	-1.7%
HttQ103 aggreg	8.4%	-4.2%[9.22 µM]	?	-2.1%	9.7%
LMNA splice mod	25.3%	18.9%[46 µM]	21.4%	7.4%	?
CBFb RUNX1 block	-0.2%	5.8%	-6.5%	16.8%	3.9%
GAA spleen mod	-4.7%	8.2%	-10.1%	-2.4%	-4.1%
